p53null 32C kill – selectivity test: cytotoxicity in p53 null cells, permissive temperature | AID 903 | H1299-neo p53 null cells, ATP luminescence, 24 h, 32C | Potency, µM (top dose mostly 46.1 µM), without a hit: at the highest dose activity change, negative = cytotoxicity, most hits filed as cytotoxic | 0.62% of 55,000 active;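 note: potency is the fitted concentration of half-maximal effect; 0% = DMSO only and -100% = full killing by 100 µM tamoxifen; nearly all actives have a fitted effect of over 55% in size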
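Cytotoxicity: H1299-neo (no p53), 32C, 24 h treatment. Concentrations up to 46 uM. Readout cellular ATP, luminescence. Normalization to DMSO basal and tamoxifen 100 uM maximal kill.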
GALK inh – inhibitors of human galactokinase (GALK). P51570. recombinant GALK, Kinase-Glo ATP luminescence, 1 h. Potency, µM (titrated, usually from 57.5 µM), without a hit: at the highest dose activity, negative = inhibition, most hits filed as inhibitors. 44,000 tested, under 10 active;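 note: plate controls were full GALK reaction for no effect and reaction lacking GALK for full effect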
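5 nM GALK; 35 uM ATP; 100 uM D-galactose; 20 mM HEPES pH 8.0, 5 mM MgCl2, 60 mM NaCl, 1 mM DTT, 0.01% BSA; 1 h RT; Kinase-Glo Plus luminescence.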
B2AR arrestin ag – agonists recruiting beta-arrestin to human beta2-adrenergic receptor. HTLA Tango cells, beta-arrestin recruitment, luciferase luminescence, 18 h. Potency, µM (highest dose often 46.1 µM), inactives show at the highest dose activation, usual class: activators. 44,000 tested, under 10 active. AID 1347077;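 note: potency is the fitted concentration of half-maximal effect; 0% = DMSO and full agonism = EC100 isoproterenol or metaproterenol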
Target sequence (P07550 whole entry, looked up): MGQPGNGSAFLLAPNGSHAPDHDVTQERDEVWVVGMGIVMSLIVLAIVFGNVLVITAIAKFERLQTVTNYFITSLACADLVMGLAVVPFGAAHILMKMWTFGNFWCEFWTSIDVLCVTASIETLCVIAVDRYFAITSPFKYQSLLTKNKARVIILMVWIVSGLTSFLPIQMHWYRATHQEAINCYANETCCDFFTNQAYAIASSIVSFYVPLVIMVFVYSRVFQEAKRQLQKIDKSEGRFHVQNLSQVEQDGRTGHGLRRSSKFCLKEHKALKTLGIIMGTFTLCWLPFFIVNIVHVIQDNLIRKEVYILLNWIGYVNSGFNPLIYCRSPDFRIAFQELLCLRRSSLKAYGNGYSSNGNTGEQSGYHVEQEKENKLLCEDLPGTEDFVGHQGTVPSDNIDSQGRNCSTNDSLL
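Tango cell line, 1% FBS DMEM; cpd titration up to 46 microM; 18 hr, 37 degrees C, 5% CO2. Luciferin/ATP substrate mix added, 15 min RT, luminescence. %Activity, CRC fitting, curve-class categorization.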
FH mod – Identification of activators of human fumarate hydratase by quantitative high-throughput screening | FH coupled MDH/diaphorase resazurin fluorescence, 15 min | Potency, µM (titrated, usually from 79.9 µM), without a hit: at the top dose activity change, negative = inhibition, hits mostly inhibitors | 0.22% of 54,000 active; note: potency is the fitted concentration of half-maximal effect; % is set by controls: 0 for no effect and ±100 for the full control effect; the screen sought activators but most active calls are inhibition curves; nearly all actives have a fitted effect of over 45% in size
Target sequence (P07954 whole entry, looked up): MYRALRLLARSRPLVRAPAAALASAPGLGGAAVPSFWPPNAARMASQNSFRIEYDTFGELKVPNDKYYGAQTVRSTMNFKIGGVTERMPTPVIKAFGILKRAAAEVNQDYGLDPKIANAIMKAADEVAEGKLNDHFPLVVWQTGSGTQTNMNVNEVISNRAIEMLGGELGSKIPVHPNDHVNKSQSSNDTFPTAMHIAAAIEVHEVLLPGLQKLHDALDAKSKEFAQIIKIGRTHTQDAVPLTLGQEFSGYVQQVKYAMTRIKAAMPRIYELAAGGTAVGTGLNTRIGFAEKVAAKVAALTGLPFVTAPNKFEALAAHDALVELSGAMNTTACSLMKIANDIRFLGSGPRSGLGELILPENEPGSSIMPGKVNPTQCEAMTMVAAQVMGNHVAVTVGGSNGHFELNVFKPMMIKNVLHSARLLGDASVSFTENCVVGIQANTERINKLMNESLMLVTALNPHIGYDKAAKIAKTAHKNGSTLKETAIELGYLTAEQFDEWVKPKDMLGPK
TSG101-PTAP inh – blocks PTAP binding to human TSG101, validation. Q99816. Fluorescence polarization, FITC-PTAP peptide/Tsg101, 20 min. Potency, µM (highest dose often 115 µM), inactives show at the top dose activity change, negative = inhibition, actives largely listed as inhibitors. 44,000 tested, under 10 active; note: potency is the fitted concentration of half-maximal effect; 0% is about no effect
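FITC-labeled PTAP peptide (50 nM final) binding to Tsg101 binding domain (10 uM final) read by fluorescence polarization after 20 min at r.t. in HEPES pH 7.5 buffer. Actives by CRC class, <25 µM.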
p53null 39C tox – selectivity test: cytotoxicity in p53 null cells, nonpermissive temperature; H1299 p53-null (neo) cells, 39C, ATPlite viability, 24 h; Potency, µM (doses to about 46.1 µM), without a hit: at the highest dose activity, negative = cell killing, actives largely listed as cytotoxic; 0.97% of 55,000 active; AID 904;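 note: potency is the fitted concentration of half-maximal effect; 0% = DMSO only and -100% = full killing by 100 µM tamoxifen; nearly all actives have a fitted effect of over 50% in size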
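Following overnight plating at 37C (600 cells/well), H1299-neo or H1299-p53A138V cells are dosed up to 46 uM. Incubation lasts 24 hr at 39C before ATP detection.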
NTMT1 inhibitor – NTMT1 methyltransferase inhibition; 2.5% of 59,000 active; NTMT1 MTase-Glo SAH luminescence, purified enzyme; Q9BV86; Potency, µM (series often up to 114 µM), without a hit: at the highest dose activity change, negative = inhibition, hits mostly inhibitors; AID 1645870;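 note: potency is the fitted concentration of half-maximal effect; plate controls were DMSO vehicle for no effect and no enzyme for full effect; nearly all actives have a fitted effect of over 65% in size; many of its hits are not listed in these tables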
* marks the source's active call; other numbers are inactive results; ? = inconclusive; . = no result given; [ ] = remark or other dose. Calls come from the whole dose curve; as a rule, active = well fitted curve in the direction sought with a large enough effect; inconclusive = small, poorly fitted or top-dose-only effect, or another doubt; inactive = no such curve, though single readings can be large; an effect the other way counts as inactive or inconclusive. Only part of the results is shown. The share of hits here may be higher or lower than overall.

SMILES	p53null 32C kill	GALK inh	B2AR arrestin ag	FH mod	TSG101-PTAP inh	p53null 39C tox	NTMT1 inhibitor
COc1ccc(/C=C/C(=O)Nc2ccc3nc4c(c(Nc5ccccc5OC)c3c2)CCCC4)cc1	-9%	5%	1%	-25%	5%	?	10%
Cc1ccc(NC(=O)CN2C(=O)CCc3cc(S(=O)(=O)N4CCCCC4)ccc32)cc1N(C)C	11%	-1%	-1%	?	-6%	13%	-2%
O=C(NCc1ccccc1Cl)C1CCC(CNS(=O)(=O)c2ccc(Br)s2)CC1 (configuration not stated)	-18%	2%	0%	-16%	1%	?	?
O=C(NCc1ccc2c(c1)CCN2C(=O)c1ccc(Cl)cc1)c1cccc(F)c1	-7%	-2%	-3%	2%	-9%	2%	-1%
Cc1cc(NC(=O)CCCn2c(C)c3cnn(-c4ccccc4)c(=O)c3c2C)ccc1Br	4%	-2%	-2%	-19%	1%	4%	5%
CC(C)c1ccc(-c2noc(SCC(=O)N(C)c3ccc(F)cc3)n2)cc1	21%	0%	0%	-22%	-4%	42%[activator]	11%
O=C(CCn1c(=O)c2ccccc2n(Cc2ccc(F)cc2Cl)c1=O)NCc1ccc2c(c1)OCO2	-7%	-4%	0%	-5%	1%	-8%	0%
CCCN(C(=O)c1cc2c(s1)-c1ccccc1OC2)c1ccccc1F	23%	-2%	1%	?	-1%	26%	3%
CC(C)c1ccc(NC(=O)CSC2=Nc3ccccc3C3=NC(CC(=O)NCc4ccco4)C(=O)N23)cc1 (configuration not stated)	19%	-2%	0%	-18%	-3%	6%	13%
CCOC(=O)c1cc(S(=O)(=O)NCc2ccc(C)cc2)[nH]n1	11%	-5%	2%	-7%	-6%	8%	-11%
O=C(NCCc1ccc(Cl)cc1)c1ccc(CS(=O)(=O)c2ccc(Cl)cc2)o1	-5%	-1%	-1%	-9%	-4%	8%	2%
CCOC(=O)c1ccc(NC(=O)CC2C(=O)N(c3ccccc3)C(=O)N2Cc2cccs2)cc1 (configuration not stated)	-2%	1%	1%	-17%	-1%	-2%	6%
COC(=O)c1c(-c2ccc(Cl)cc2)noc1N1CCN(c2ccc(C)cc2C)CC1	-7%	-7%	1%	-5%	0%	?	-5%
COc1ccc(CCNC(=O)c2sc3nc4n(c(=O)c3c2C)CCCC4)cc1OC	18%	2%	2%	-11%	1%	8%	5%
CCOc1ccc(N2CC(c3nc4ccccc4n3CCOc3ccccc3OC)CC2=O)cc1 (configuration not stated)	14%	4%	0%	-24%	-3%	-10%	3%
O=C(COc1ccccc1Cl)Nc1nnc(S(=O)(=O)N2CCCC2)s1	1%	-15%	0%	3%	-3%	-3%	10%
COc1ccc(NS(=O)(=O)c2ccc3c(c2)n(C)c(=O)c(=O)n3C)cc1Cl	-10%	-2%	1%	-16%	-6%	-7%	15%
CCOC(=O)c1c(C)oc2nc(C)nc(NCc3ccccc3Cl)c12	-7%	-1%	-1%	-6%	-1%	-4%	?
COc1ccc(OCC(=O)NC2CC(=O)N(c3cccc(OC)c3)C2)cc1 (configuration not stated)	-6%	3%	-4%	-1%	-2%	20%	12%
O=C(NCCc1ccc(Cl)cc1)c1ccc(CS(=O)Cc2cccc(Cl)c2)o1 (configuration not stated)	-2%	-5%	-1%	-4%	-2%	-10%	0%
COC(=O)c1sc2cccc(F)c2c1S(=O)(=O)NCc1ccccc1Cl	4%	0%	-1%	-18%	1%	-26%	?
CCOc1ccc(NS(=O)(=O)c2ccc3c(c2)CCN3C(C)=O)cc1	1%	0%	0%	-6%	-5%	-20%	14%
CC(C)c1ccc(Nc2c(-c3ccccn3)nc3ccccn23)cc1	59%[activator]	3%	-2%	22%	-6%	?	13%
CCOCCCNC(=O)C(c1ccccc1)N(Cc1ccc2c(c1)OCO2)C(=O)c1ccc(NC(C)=O)cc1 (configuration not stated)	2%	2%	-2%	5%	2%	-5%	-10%
Cc1cc(C)cc(NC(=O)c2sc3nc4n(c(=O)c3c2C)N=C(c2ccccc2)CS4)c1	2%	-3%	-4%	-11%	-5%	3%	24%
CCOc1ccc(NC(=O)Cn2c(=O)nc(-c3ccccc3)c3ccccc32)cc1	7%	-1%	0%	-18%	-2%	?	-4%
Cc1cc(C)c(NC(=O)Cn2c(=O)n(-c3ccc(CC(=O)NCC4CCCO4)cc3)c(=O)c3ccccc32)c(C)c1 (configuration not stated)	4%	3%	-2%	-1%	4%	-3%	-5%
CCOc1ccc(C(=O)Nc2ccc3c(c2)OCCO3)cc1Br	?	-3%	-2%	-3%	-3%	13µM*	0%
CCOC(=O)c1sc(NC(=O)c2cc(-c3ccc(F)cc3)on2)c(C(=O)OCC)c1C	1%	6%	1%	-17%	-2%	27%	-1%
Cc1ccc(-n2ncc(C(=O)NCCCN3CCCCC3)c2C2CCN(C(=O)OC(C)(C)C)CC2)cc1	6%	3%	0%	9%	-11%	-6%	-5%
Cc1cccc(NC(=O)c2sc3nc4n(c(=O)c3c2C)N=C(c2ccc(F)cc2)CS4)c1C	-1%	1%	-3%	-2%	-2%	7%	13%
CCCCCn1c(=O)c2c(nc3n2CCN3c2ccc(Br)cc2)n(C)c1=O	-5%	2%	0%	10%	-5%	?	-3%
Cc1cn(C)c(CC(=O)NCc2ccc(Cl)cc2)c1C(=O)O	-4%	-2%	-1%	5%	-1%	16%	20%
Cc1ccc(N(C)C(=O)CC(C)S(=O)(=O)c2ccc3c(c2)NC(=O)CO3)cc1 (configuration not stated)	1%	2%	0%	-9%	-5%	-4%	-4%
COc1cccc(-c2nc(CS(=O)(=O)CC(=O)Nc3cccc(C(C)=O)c3)c(C)o2)c1	-8%	-13%	1%	-16%	0%	-1%	-2%
COc1ccc(-c2nnc(SCC(=O)Nc3ccc(C(C)C)cc3)nc2-c2ccc(OC)c(OC)c2)cc1OC	1%	-5%	-2%	-28%	1%	-1%	-2%
CC(C)Cc1nn2c(=O)cc(COC(=O)c3ccc(NC(=O)CCc4ccccc4)cc3)nc2s1	-3%	3%	0%	4%	-5%	-9%	-19%
CCN(CC)C(=O)c1cc(-c2ccc(Cl)cc2)on1	-11%	-13%	-2%	-2%	-9%	-15%	-4%
COc1ccc(-c2[nH]ncc2C(=O)NCc2ccccc2OC)cc1	1%	-1%	0%	1%	-2%	-25%	-10%
CC1=C(c2ccc(C(C)C)cc2)S(=O)(=O)N=C1N1CCC(C(=O)NCCc2ccco2)CC1	-10%	0%	0%	3%	-2%	-17%	-2%
Cc1cc(C)c2oc(-c3cccc(NC(=O)c4ccc(-c5cccc([N+](=O)[O-])c5)o4)c3)nc2c1	2%	4%	0%	5%	1%	-8%	-4%
COc1ccccc1C(=O)NCc1nnnn1-c1ccc(C)c(C)c1	-7%	0%	-1%	0%	-7%	9%	1%
Cc1ccc(-n2nc(C)c3c(C(=O)NCc4ccccc4)cc(C4CC4)nc32)cc1	4%	2%	2%	4%	-5%	2%	0%
Cc1ccc(CN2CCSc3ccc(C(=O)N4CCN(c5cccc(C)c5C)CC4)cc32)cc1	35%[activator]	8%	0%	-24%	-7%	43%[activator]	-1%
COc1cc(OC)c(NC(=O)N2CCc3c(sc4c3CCCC4)C2c2ccccc2)cc1Cl (configuration not stated)	-4%	-3%	-1%	-6%	-1%	3%	-5%
COC(=O)c1ccc(CSc2nc3c([nH]c4ccccc43)c(=O)n2-c2ccc(OC)cc2)o1	-2%	1%	1%	4%	1%	20%	6%
O=C(NCC1CCN(Cc2cccc(Cl)c2)CC1)c1cc2ccc3cccnc3c2[nH]1	-2%	3%	1%	9%	-1%	-7%	6%
O=C(Cc1ccc(-c2ccccc2)cc1)NCCS(=O)(=O)N1CCN(c2ccccc2)CC1	3%	1%	-1%	1%	1%	5%	-7%
CN(C)S(=O)(=O)c1ccc2c(c1)N(CC(=O)Nc1ccc(OC(F)(F)F)cc1)C(=O)CS2	7%	-3%	0%	-22%	5%	3%	-1%
Cc1cccc(C)c1NC(=O)c1nc(SC(C)C)ncc1Cl	0%	1%	-1%	-17%	0%	5%	-1%
O=[N+]([O-])c1cc(-c2nc(-c3ccccc3)no2)ccc1NCc1cccnc1	29%	3%	-2%	-5%	-5%	39%[activator]	-10%
Cc1ccc(OCc2nc(-c3ccc(C(=O)N4CCN(c5ccccc5F)CC4)cc3)oc2C)cc1	1%	3%	0%	-11%	-2%	35%[activator]	-1%
COc1cc(OC)c(NC(=O)N2CCc3cc(OC)c(OC)cc3C2CC(=O)O)cc1Cl (configuration not stated)	-1%	3%	0%	0%	-3%	3%	7%
CCOC(=O)c1ccc(NC(=O)C2CCCN(c3cnccn3)C2)cc1 (configuration not stated)	-4%	?	-2%	3%	-4%	-3%	7%
COc1cc(NC(=O)c2nnn(CC(=O)Nc3ccccc3)c2N)cc(OC)c1	-8%	0%	0%	0%	0%	-19%	22%
CCc1ccc(NC(=O)C2CCN(c3cc(C)nc4c(-c5ccc(Cl)cc5)c(C)nn34)CC2)cc1	-1%	8%	0%	-5%	-6%	-9%	11%
Cn1nc(-c2ccccc2)c(-c2ccccc2)c(C(=O)Nc2ccc(S(N)(=O)=O)cc2)c1=O	-3%	-6%	0%	-1%	0%	3%	16%
COc1ccccc1N1CCN(S(=O)(=O)c2ccc(-c3cnc(C4CC4)o3)cc2)CC1	11%	3%	-1%	-50%	3%	8%	2%
O=C(CSC1=Nc2ccccc2N=C(c2ccc(F)cc2)C1)Nc1cccc(C(F)(F)F)c1	17%	-2%	0%	-24%	-2%	36%[activator]	-15%
COc1ccc(-c2[nH]ncc2C(=O)NCc2ccc(F)cc2)cc1	0%	-3%	-2%	3%	-9%	-13%	1%
Cc1ccc(-c2nc(S(=O)(=O)c3ccccc3)c(N3CCN(c4ccccc4)CC3)o2)cc1	-4%	-1%	0%	-1%	2%	-3%	9%
Cc1ccc(/C=C/c2onc(C)c2S(=O)(=O)N2CCC(C(=O)Nc3ccc(C)c(N(C)C)c3)CC2)cc1	8%	-5%	-1%	-19%	-1%	18%	7%
CCc1nn(CC(=O)NCCOC)c(=O)c2cc3cc(F)ccc3n12	3%	-12%	1%	.	-2%	?	.

Random excerpt: 2 compounds from above
SMILES	p53null 32C kill	GALK inh	B2AR arrestin ag	FH mod	TSG101-PTAP inh	p53null 39C tox	NTMT1 inhibitor
COc1ccccc1C(=O)NCc1nnnn1-c1ccc(C)c(C)c1	-7%	0%	-1%	0%	-7%	9%	1%
Cc1ccc(-n2nc(C)c3c(C(=O)NCc4ccccc4)cc(C4CC4)nc32)cc1	4%	2%	2%	4%	-5%	2%	0%

Among those listed so far, these have a nitro group on carbon.
SMILES	p53null 32C kill	GALK inh	B2AR arrestin ag	FH mod	TSG101-PTAP inh	p53null 39C tox	NTMT1 inhibitor
Cc1cc(C)c2oc(-c3cccc(NC(=O)c4ccc(-c5cccc([N+](=O)[O-])c5)o4)c3)nc2c1	2%	4%	0%	5%	1%	-8%	-4%
O=[N+]([O-])c1cc(-c2nc(-c3ccccc3)no2)ccc1NCc1cccnc1	29%	3%	-2%	-5%	-5%	39%[activator]	-10%

From PubChem
